Compound activity (PubChem BioAssay)
Efflux pump mplx: inhibitors of Candida efflux pumps in yeast, primary screen, S. cerevisiae, Nile Red, multiplex; S. cerevisiae Candida pump triplex; 330,000 tested, 0.44% active; inhibition, % at 10 µM;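 active means plate passing quality check with inhibition over a set limit, or well fluorescence over plate mean plus 4 SD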;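 further: Nile Red retained in pooled yeast measured as flow cytometry median fluorescence; 0% = buffer negative control and 100% = Enniatin B positive control; higher means more Nile Red kept so more efflux inhibition; some compounds called inactive have numbers as strong as hits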
GRK2 aptamer HTS: compounds blocking aptamer binding on GRK2 – biochemical, human GRK2, bead flow cytometry, HTS, primary screen; Beta-adrenergic receptor kinase 1 (Homo sapiens), P25098; FAM-aptamer displacement from GRK2; inhibition of aptamer binding, % at 10 µM; 330,000 tested, 0.59% active; AID 488847, 2010;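 active means inhibition of aptamer binding above 40%, roughly 3 SD of noise, on plates passing a quality check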;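 further: median bead fluorescence of bound FAM aptamer so fluorescent compounds give negative values; no value below 0 was filed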
MCL1-BIM inh: inhibitors of MCL1 binding to BIM-BH3, primary screen, biochemical, fluorescence polarization; Induced myeloid leukemia cell differentiation protein Mcl-1 (Homo sapiens), Q07820; GST-MCL1 / FITC-Bim-BH3 fluorescence polarization; inhibition, % at 10.9 µM; 320,000 tested, 0.68% active; AID 2057, 2009;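 active means inhibition above the mean inhibition of all tested compounds plus 3 SD, set per campaign, cut at about 40% in these data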;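 further: 0% = DMSO wells and 100% = unlabeled Bim-BH3 peptide control; higher means more loss of mP so more displacement of Bim peptide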
Target sequence (Q07820 whole entry, looked up): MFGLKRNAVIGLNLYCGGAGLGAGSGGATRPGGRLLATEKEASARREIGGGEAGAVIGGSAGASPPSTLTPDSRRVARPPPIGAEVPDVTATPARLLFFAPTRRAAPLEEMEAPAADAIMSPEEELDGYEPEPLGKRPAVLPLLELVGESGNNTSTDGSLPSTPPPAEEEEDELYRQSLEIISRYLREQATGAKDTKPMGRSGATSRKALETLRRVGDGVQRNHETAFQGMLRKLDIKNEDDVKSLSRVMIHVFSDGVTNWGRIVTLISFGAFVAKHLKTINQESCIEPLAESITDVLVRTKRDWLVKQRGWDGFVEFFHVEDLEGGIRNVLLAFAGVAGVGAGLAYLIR
MEX-5 binding: MEX-5 zinc finger RNA-binding disruptors – biochemical, C. elegans, fluorescence polarization, MLPCN library, primary screen. 300,000 tested, 0.38% active. activity score (negative = inhibition of binding), % at 10 µM. MEX-5/FITC-TCR2 RNA binding; hits give low values. AID 1832, 2009. Zinc finger protein mex-5 (Caenorhabditis elegans), Q9XUB2;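 active means inhibition past about -25% in most replicates, and total fluorescence under double the plate's negative control median, limit read from the data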;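 further: 0% = DMSO and -100% = 5 µM competing unlabeled TCR2 RNA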
Target sequence (Q9XUB2 whole entry, looked up): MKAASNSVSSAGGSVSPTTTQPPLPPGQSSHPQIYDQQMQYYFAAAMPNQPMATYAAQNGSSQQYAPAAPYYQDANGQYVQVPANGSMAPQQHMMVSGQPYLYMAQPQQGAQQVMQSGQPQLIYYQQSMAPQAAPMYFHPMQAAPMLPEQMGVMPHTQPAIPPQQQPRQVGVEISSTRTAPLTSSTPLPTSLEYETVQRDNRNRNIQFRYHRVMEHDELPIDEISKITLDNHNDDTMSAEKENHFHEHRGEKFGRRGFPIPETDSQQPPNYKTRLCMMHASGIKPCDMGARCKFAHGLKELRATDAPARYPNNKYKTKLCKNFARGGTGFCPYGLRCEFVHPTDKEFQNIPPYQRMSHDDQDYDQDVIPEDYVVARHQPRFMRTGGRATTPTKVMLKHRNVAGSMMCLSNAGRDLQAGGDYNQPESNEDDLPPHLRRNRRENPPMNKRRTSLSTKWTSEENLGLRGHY
BCLXL inh: inhibitors of human Bcl-xL, primary screen, biochemical, fluorescence polarization, HTS | inhibition, % at 10.9 µM | GST-Bcl-xL / FITC-Bim BH3 peptide fluorescence polarization | Bcl-2-like protein 1 (Homo sapiens), Q07817 | 320,000 tested, 0.7% active | AID 2129, 2009;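 active means inhibition above the mean of all tested compounds plus 3 SD, cutoff set per campaign, cut at about 30% in these data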;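 further: 0% = DMSO wells and 100% = unlabeled Bim-BH3 peptide competitor; inhibitors lower millipolarization by displacing the labeled peptide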
Target sequence (Q07817 whole entry, looked up): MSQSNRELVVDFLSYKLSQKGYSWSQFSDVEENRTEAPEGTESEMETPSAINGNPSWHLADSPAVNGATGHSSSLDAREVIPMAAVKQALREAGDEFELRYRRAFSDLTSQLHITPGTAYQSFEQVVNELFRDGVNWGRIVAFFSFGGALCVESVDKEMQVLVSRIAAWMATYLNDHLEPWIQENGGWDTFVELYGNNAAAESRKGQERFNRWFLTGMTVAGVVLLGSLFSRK
Fam108B inh: mouse Fam108B serine hydrolase inhibitors, primary screen, counter-screen for RBBP9 inhibitor project, biochemical, fluorescence polarization. recombinant Fam108B, FP-Rh probe fluorescence polarization. inhibition, % at 9.51 µM. 300,000 tested, 0.33% active;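 active means inhibition above the screen mean inhibition plus 3 SD, computed separately per campaign, cut at about 18% in these data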;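 further: inhibitors lower polarization as less probe binds the enzyme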
PME-1 inh: PME-1 inhibitors via competitive probe labeling, primary screen, biochemical, fluorescence polarization, FP-Rh probe, HTS; Protein phosphatase methylesterase 1 (Homo sapiens), Q9Y570; recombinant PME-1; inhibition, % at 5.9 µM; 320,000 tested, 0.53% active; AID 2130, 2009;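 active means inhibition above the campaign mean of all compounds plus 3 SD, cut at about 26% in these data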;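 further: competitive labeling of PME-1 active site by serine hydrolase directed probe; 0% = PME-1 with DMSO and 100% = wells lacking PME-1 enzyme; inhibitors block probe labeling so polarization falls and inhibition rises; many of its hits are not listed in these tables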
GLD-1 TGE inh: GLD-1/TGE RNA complex disruptors, primary screen, biochemical, fluorescence polarization; 320,000 tested, 0.44% active; purified GLD-1 + fluorescein TGE RNA; AID 2280, 2010; inhibition, % at 5.96 µM;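 active means percent inhibition above a per-plate cutoff, the plate mean of test compounds plus 3 SD, cut at about 30% in these data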;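 further: 0% = DMSO wells with GLD-1 and probe and 100% = wells lacking GLD-1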
VLA-4 inh: inhibition in human VLA-4 binding assay, primary screen, VLA-4 allosteric modulator project, MLPCN library, flow cytometry, VLA-4 expressing cells; Integrin alpha-4 (Homo sapiens), P13612; ligand binding flow cytometry; inhibition, % (about 7 µM as worked out from the volumes in the protocol); 330,000 tested, 0.2% active; AID 2557, 2010; in the data active means inhibition above about 50%
An asterisk follows results filed as active; x = no result given.

SMILES	Efflux pump mplx	GRK2 aptamer HTS	MCL1-BIM inh	MEX-5 binding	BCLXL inh	Fam108B inh	PME-1 inh	GLD-1 TGE inh	VLA-4 inh
CC(=O)Nc1ccc(NC(=O)Cn2cnc(S(=O)(=O)N3CCOCC3)c2)cc1	-0.1	0.0	-2.1	-3.6	2.4	2.1	-1.6	7.2	5.9
CC(=O)c1cnn(-c2nc3c(C)cccc3s2)c1C	-0.2	0.0	-0.5	0.1	-1.9	4.0	-0.1	-2.8	8.3
COc1cc(NS(=O)(=O)c2ccc(NC(=O)/C(=C/c3ccccc3Cl)NC(=O)c3ccccc3)cc2)nc(OC)n1	0.8	1.0	3.4	-0.8	-0.1	-1.8	-2.3	5.0	21.3
O=C(O)/C=C\C(=O)Nc1ccccc1C(=O)N1CCN(c2ccc(Cl)cc2)CC1	-0.1	3.0	11.9	0.8	12.2	-2.4	-0.5	7.4	25.2
CC(C)Cc1cc(-c2ccco2)c(C#N)c(N)n1	0.1	7.0	0.9	1.4	3.6	1.2	1.5	-1.6	-0.3
CCCCC(=O)Nc1cccc(NC(=S)NC(C)=O)c1	0.0	4.0	5.0	1.4	2.9	-0.3	0.7	6.0	-0.1
C#CCOCCOCCOCCNc1nc(N2CCN(C(=O)[C@H](CCC(=O)O)n3cc(C(N)CO)nn3)CC2)nc(N2CCN(C(=O)[C@H](Cc3cc4ccccc4[nH]3)n3cc(C(N)[C@H](C)CC)nn3)CC2)n1 (stereo not given in full)	-0.1	0.0	9.0	1.2	2.5	-0.8	2.1	3.4	13.1
CC(C)(C)[C@@H]1CCC(=O)N(CC[C@H](Sc2ccc(Br)cc2)c2ccccc2)CC1	0.3	7.0	x	x	x	x	x	-0.4	9.3
CCOC(=O)N1CCN(C(=O)c2ccc3c(c2)N(Cc2cc(C)ccc2C)C(=O)c2ccccc2S3=O)CC1 (stereo not given)	0.0	0.0	11.5	2.1	9.2	2.6	11.0	-0.2	1.7
Cc1ccc(-c2c(C#N)c(N)n3c(nc4ccccc43)c2C#N)cc1	-0.2	5.0	-8.1	x	0.5	-6.0	-1.2	-7.6	-8.8
Cc1cc(NC(=O)CSc2nc(=O)cc(N)n2-c2ccc(F)cc2)no1	0.0	0.0	-5.7	3.3	0.9	1.7	-3.3	-1.5	7.2
CC(=O)c1cc2ccccc2oc1=O	-0.2	1.0	10.4	x	6.5	x	4.7	3.2	-3.6
CCc1ccc(OCC(=O)NNC(=O)c2cc3ccccc3o2)cc1	0.1	0.0	5.4	0.8	1.5	-0.4	-5.9	8.3	3.2
O=C1C2CC=C(Cl)CC2C(=O)N1CC1Cc2ccccc2CO1 (stereo not given)	-0.1	3.0	21.4	-25.9*	26.4	0.1	-1.8	25.4	-23.2
CCCCCCCCOC(=O)/C=C/c1c(C)[nH]c(=O)[nH]c1=O	-0.1	0.0	3.9	-0.8	1.5	-4.3	4.9	21.0	8.2
COc1ccc(Cl)cc1NC(=O)[C@@H]1CCCN1C(=O)c1cccs1	0.3	4.0	-10.8	0.7	-8.2	2.2	2.0	1.1	4.7
Cc1cccn2c(CNCCCn3ncc4ccccc43)c(C(=O)N3CCCCC3)nc12	-0.1	0.0	8.8	3.8	6.2	1.2	5.4	-10.0	1.4
CN(C)c1ccc(NS(=O)(=O)c2cc(Cl)ccc2Cl)cc1	-0.1	0.0	20.4	1.4	14.2	2.5	7.4	0.9	-0.9
O=C(c1cccs1)N(Cc1cccc(Cl)c1)C1CCS(=O)(=O)C1 (stereo not given)	0.5	0.0	-1.1	-0.9	-5.6	-3.8	-10.1	1.9	-13.4
O=C1c2ccccc2CN1c1ccccc1	0.0	1.0	-3.1	-2.3	2.5	-3.2	-1.4	-1.4	-6.7
CCN(CCCNc1ncnc2nc[nH]c12)c1cccc(C)c1	-0.1	0.0	-2.4	-3.0	2.5	1.6	1.0	0.8	28.1
CC(C)OC(=O)CSc1nc(Cc2ccccc2)nc2ccccc12	0.0	3.0	-0.7	0.8	2.3	-1.6	-2.5	2.8	16.8
Cc1nnc(N/N=C/c2ccccc2O)n1N	0.0	1.0	11.5	-2.4	6.4	4.2	5.5	2.3	-2.9
CC1(C)CC2CC(C)(CN2S(=O)(=O)c2ccccc2[N+](=O)[O-])C1 (stereo not given)	-0.3	1.0	x	x	x	x	x	-0.1	-1.6
O=C(O)c1cc(-c2cccs2)nn1-c1cccc(Cl)c1	-0.1	0.0	9.4	2.2	4.3	0.1	5.0	1.8	11.1
O=c1c(Cl)c(NCc2ccc(F)cc2Cl)cnn1C12CC3CC(CC(C3)C1)C2	0.0	1.0	0.9	1.9	3.3	1.1	-3.4	-0.2	20.9
Cc1ccc(NC(=O)C2CCC(C(C)(C)C)CC2)cc1S(=O)(=O)N1CCOCC1 (stereo not given)	-0.1	0.0	x	x	x	x	x	3.3	-6.0
CCC(C)OC(=O)C1C(c2ccccc2)C(C(=O)O)C1c1ccccc1 (stereo not given)	-0.1	0.0	-0.4	-1.3	0.8	8.0	8.0	9.9	-12.3
Cc1cccc(C)c1OCc1nc2ccccc2[nH]1	0.0	0.0	10.4	1.2	3.8	5.4	-2.6	-2.4	-13.9
COc1ccc(-c2oc3ccccc3c2C#Cc2cncn2C)cc1	0.0	0.0	-5.1	x	1.5	x	11.4	5.9	25.7
CC(C)NC(=O)/C(=C\c1cccc([N+](=O)[O-])c1)NC(=O)c1ccccc1	-0.1	4.0	-1.0	2.9	-1.8	-0.9	-0.8	2.9	9.6
COc1cc(NC(=O)CCN2CCN(C)CC2)cc(OC)c1	-0.1	0.0	6.1	1.2	7.0	0.5	3.7	9.3	24.7
CC1CCN(S(=O)(=O)c2ccc(S(=O)(=O)NCc3ccco3)cc2)CC1	0.1	0.0	-0.6	-2.1	3.3	1.1	-4.6	0.7	17.7
COc1ccc(NC(=O)c2cc(=O)c3ccccc3o2)cc1Cl	0.0	0.0	12.0	0.2	3.3	0.5	-3.8	-4.2	-3.2
O=C(CCn1cccc1)N1CCc2ccccc21	0.4	1.0	4.1	0.8	-2.2	-2.7	-2.0	1.5	-1.6
CCCCC1(CC(=O)OCC)C(=O)N(c2ccccc2)N(c2ccccc2)C1=O	0.4	0.0	-2.3	-0.4	-0.5	2.1	-1.7	3.1	15.4
O=C(CSc1nc2ccccc2c(=O)n1-c1ccc(F)cc1F)c1c[nH]c2ccccc12	0.1	5.0	-4.6	-11.9	-1.2	-47.9	-24.4	5.1	2.8
CC12CCC(=O)N1C(C(=O)Nc1ccc(F)c(Cl)c1)CS2 (stereo not given)	0.1	23.0	-1.3	-1.7	-4.4	-0.9	-1.0	3.2	-1.4
O=C(Nc1cccc(Cl)c1Cl)C1CCN(c2ncccn2)CC1	0.1	0.0	1.2	3.5	-0.2	-1.4	3.4	4.0	-2.3
Cc1ccc(S(=O)(=O)Oc2ccc(/C=C(/NC(=O)c3ccccc3)C(=O)NCC(=O)O)cc2)cc1	-0.1	1.0	7.8	-1.2	6.1	-3.4	3.8	-5.2	7.2
Cc1nc2ccccc2c(C)c1C(=O)c1ccc(F)cc1	0.1	30.0	-0.8	3.2	-4.6	-3.2	10.2	2.7	9.6
COc1ccccc1N(CC(=O)NCCc1ccccc1)C(=O)CCC(=O)Nc1cc(C)ccn1	-0.2	1.0	3.5	-2.3	2.7	1.7	6.7	-0.2	0.5
CCOC(=O)c1cc(C)n(Cc2ccccc2)c1C	0.1	4.0	3.9	-3.7	4.2	-5.0	-0.1	0.0	8.9
Cc1ccccc1NC(=S)N(CCc1c(C)[nH]c2ccc(F)cc12)Cc1ccncc1	0.0	0.0	8.8	0.6	4.8	-0.7	-2.9	-5.6	-6.0
Cc1[nH]n(-c2ccc(Cl)cc2)c(=O)c1N=Nc1cccnc1	-0.1	3.0	6.0	0.5	8.0	1.8	6.6	-1.9	-7.2
Cc1ccc(S(=O)(=O)N2CCCN(C)c3nc4ccccc4nc32)cc1	-0.2	2.0	32.4	x	37.9*	x	1.5	18.3	-49.0
Cc1ccc(C(C)C)c(OCCN)c1	0.1	3.0	4.7	-2.2	3.0	0.3	1.7	-2.8	9.4
CC(OC(=O)C1=COCCO1)C(=O)Nc1ccc(Cl)cn1 (stereo not given)	-0.1	0.0	-6.7	0.4	-0.7	1.2	-2.9	1.9	4.2
Cc1ccc2c(c1)C(=O)C(=O)N2c1ccc(Cl)cc1	-0.3	3.0	x	x	x	x	x	-1.6	13.6
N#C/C(=N\Nc1ccccc1Cl)C(=O)c1ccccc1	0.0	1.0	5.5	3.0	7.6	2.2	-1.1	4.4	-3.6
COc1ccc(-c2oc3ccc(-c4cc(OC)c(OC)c(OC)c4)cc3c2C#Cc2ccccn2)cc1	0.3	0.0	x	x	x	x	x	1.4	-1.6
O=C(NC1CC1)C1CCN(C2CCN(C(=O)Cc3ccc4c(c3)OCO4)CC2)CC1	0.1	0.0	-3.0	-1.6	2.9	3.0	-7.0	0.1	4.4
CC1=NN(c2ccccc2)C(=O)/C1=C\N(O)c1ccccc1	0.2	0.0	-3.1	-0.4	-1.0	-5.8	5.5	5.3	2.7
CCC(C)(C)NC(=O)CN(Cc1ccccc1Cl)C(=O)CCC(=O)Nc1cc(C)ccn1	-0.2	0.0	10.3	-0.1	6.0	-3.6	0.9	1.2	9.5
Cc1cc(NC(=O)c2noc3c2CCc2ccccc2-3)n(-c2ccccc2)n1	-0.1	5.0	3.5	-1.2	2.2	0.9	-2.7	5.8	21.9
CN(C(=O)Cn1nnc(-c2cccnc2)n1)C1CCCCC1	-0.7	0.0	-3.3	-2.5	-0.8	-1.1	-6.4	1.6	0.1
Cc1ccccc1CSCc1ccc(C(=O)NCCCN2CCOCC2)o1	-0.1	1.0	-4.2	-0.8	4.0	-0.5	-8.9	2.7	12.2
C=C1CCC[C@]2(C)C[C@H]3OC(=O)C(CNC(CC)CO)[C@H]3CC12 (stereo not given in full)	0.0	1.0	0.6	-5.3	1.9	-5.7	-3.3	-5.7	5.2
Cc1ccc2c(c1)N(CC(=O)N1CCCCC1)C(=O)C(C)O2 (stereo not given)	0.6	0.0	4.6	-0.8	2.3	-5.6	6.1	1.3	16.9
COc1ccc(S(=O)(=O)N(C)C)cc1NC(=O)COC(=O)CC1CCCC1	0.1	0.0	-1.4	1.9	2.3	-0.6	-0.6	0.4	21.2
Cc1ccc2[nH]c(=O)c3cc(C(=O)N(C)Cc4ccco4)sc3c2c1	0.1	0.0	-2.6	-1.5	-5.1	-4.1	9.0	-3.3	8.1

These rows are one share of the data, so the mix of outcomes need not match the whole.
